Source: PubChem (several laboratories)
CHT PAM: allosteric activators of human choline transporter CHT | CHT-expressing cells, membrane potential dye, choline EC20; stronger effect = higher value; LV-AA mutant CHT in HEK293 cells | B-score at 10 µM | actives 0.49% (n = 310,000);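 active = initial fluorescence not abnormally high and integrated response B-score, plate-corrected, over 3 SD above library mean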
Target sequence (Q9GZV3 whole entry, looked up): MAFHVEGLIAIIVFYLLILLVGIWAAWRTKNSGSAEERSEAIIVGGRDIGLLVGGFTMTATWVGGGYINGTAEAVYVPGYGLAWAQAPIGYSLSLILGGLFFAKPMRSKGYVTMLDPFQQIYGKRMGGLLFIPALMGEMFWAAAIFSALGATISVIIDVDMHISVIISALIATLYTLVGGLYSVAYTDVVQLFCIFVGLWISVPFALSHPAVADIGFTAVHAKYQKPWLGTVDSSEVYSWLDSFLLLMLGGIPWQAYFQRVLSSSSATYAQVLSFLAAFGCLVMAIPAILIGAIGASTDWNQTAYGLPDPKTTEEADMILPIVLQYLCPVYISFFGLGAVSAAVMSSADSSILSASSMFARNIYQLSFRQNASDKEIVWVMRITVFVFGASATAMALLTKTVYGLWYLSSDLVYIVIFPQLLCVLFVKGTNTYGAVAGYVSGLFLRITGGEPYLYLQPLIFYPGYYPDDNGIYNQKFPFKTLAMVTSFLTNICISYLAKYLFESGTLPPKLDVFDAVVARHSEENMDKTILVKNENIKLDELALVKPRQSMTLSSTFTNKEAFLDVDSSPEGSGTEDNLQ
CHT inh: human CHT choline transport inhibition; Q9GZV3; CHT-expressing cells, membrane potential dye, choline response; stronger effect = lower value; B-score at 10 µM; actives 0.86% (n = 310,000); AID 488975;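 active = B-score over 3 SD under the library average, and starting fluorescence ratio not unusually high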;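 note: choline stimulus applied at its EC90 after an EC20 pre-addition; B-score computed on integrated fluorescence ratio after choline addition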
STK33 inh: inhibitors of human STK33 kinase | Q9BYT3 | purified STK33, MBP phosphorylation, ADP-Glo luminescence | inhibition, % at 10 µM | actives 0.073% (n = 320,000);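 active = inhibition at or above 25%, using the most active replicate where run in duplicate; inactive = inhibition below 25%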
Target sequence (Q9BYT3 whole entry, looked up): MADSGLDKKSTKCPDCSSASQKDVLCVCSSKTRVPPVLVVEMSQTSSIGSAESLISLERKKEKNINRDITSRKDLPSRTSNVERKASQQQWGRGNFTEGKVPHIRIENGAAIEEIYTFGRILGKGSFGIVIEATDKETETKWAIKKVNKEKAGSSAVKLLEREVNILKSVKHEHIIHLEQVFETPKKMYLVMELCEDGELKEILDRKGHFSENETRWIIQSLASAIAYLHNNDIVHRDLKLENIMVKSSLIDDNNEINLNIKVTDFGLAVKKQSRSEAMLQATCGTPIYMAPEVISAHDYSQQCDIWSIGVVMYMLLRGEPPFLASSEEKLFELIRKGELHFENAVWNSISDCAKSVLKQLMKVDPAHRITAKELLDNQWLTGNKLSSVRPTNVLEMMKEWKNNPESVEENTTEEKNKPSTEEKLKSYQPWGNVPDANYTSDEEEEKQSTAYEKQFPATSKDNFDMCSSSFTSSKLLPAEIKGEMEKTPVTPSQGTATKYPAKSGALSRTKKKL
Numbers without * were called inactive; i = inactive; / = not tested or not shown.

SMILES	CHT PAM	CHT inh	STK33 inh
Cc1ccc([C@@H]2[C@@H]3C(=O)N(C)C(=O)[C@@H]3[C@]3(C)C(=O)N(Cc4ccccn4)CC(=O)N23)o1	i	i	-1.4
NC(Cc1cccc2nsnc12)C(=O)O (stereo not drawn)	i	i	0.6
CS(=O)(=O)N(CC(=O)Nc1ccccc1-c1ccccc1)c1ccc(F)cc1	i	i	-2.3
O=C1c2ccccc2CN1CCSC(=S)N1CCSCC1	i	i	0.4
CCOC(=O)c1c(S(=O)(=O)NCC(=O)Nc2cc(C)ccc2C)c(C)n(C)c1C	i	i	0.7
COc1ccc(C(=O)N2CCC(C(=O)Nc3ccc(C)cc3)CC2)cc1	i	i	-1.6
COC(=O)c1ccc(C2=NOC(C)(c3nnc(Cc4ccccc4)o3)C2)cc1 (stereo not drawn)	i	i	3.1
Cc1cc(NC(=O)c2nn(C)c(C)c2[N+](=O)[O-])no1	i	i	-0.1
CCOc1ccc(C(=O)O)cn1	i	i	0.1
COc1ccc(NC(=O)c2ccc(C)o2)c([N+](=O)[O-])c1	i	i	-0.8
CCC(=O)Nc1ccc(C(=O)Nc2ccc(OC)cc2[N+](=O)[O-])cc1	i	i	-0.9
CC(C)c1ccc(NC(=O)NC2(C(=O)NCc3cccnc3)CCCCC2)cc1	i	i	0.3
O=C(Cn1nnc(-c2ccccc2NC(=O)c2ccco2)n1)Nc1ccccc1	i	i	-1.3
Cc1nc2ccn(Cc3ccccc3)c(=O)c2cc1C(=O)N1CCN(c2ccccc2)CC1	i	i	-0.2
O=C(c1ccc2c3n(nc2c1)-c1ccc(Cl)cc1CO3)N1CCCCC1	i	i	0.3

Copied from the entries so far, seven compounds:
SMILES	CHT PAM	CHT inh	STK33 inh
Cc1ccc([C@@H]2[C@@H]3C(=O)N(C)C(=O)[C@@H]3[C@]3(C)C(=O)N(Cc4ccccn4)CC(=O)N23)o1	i	i	-1.4
NC(Cc1cccc2nsnc12)C(=O)O (stereo not drawn)	i	i	0.6
CS(=O)(=O)N(CC(=O)Nc1ccccc1-c1ccccc1)c1ccc(F)cc1	i	i	-2.3
O=C1c2ccccc2CN1CCSC(=S)N1CCSCC1	i	i	0.4
CCOC(=O)c1c(S(=O)(=O)NCC(=O)Nc2cc(C)ccc2C)c(C)n(C)c1C	i	i	0.7
COc1ccc(C(=O)N2CCC(C(=O)Nc3ccc(C)cc3)CC2)cc1	i	i	-1.6
COC(=O)c1ccc(C2=NOC(C)(c3nnc(Cc4ccccc4)o3)C2)cc1 (stereo not drawn)	i	i	3.1

More results:
SMILES	CHT PAM	CHT inh	STK33 inh
O=C1N/C(=C/c2cccn2-c2ccccc2)C(=O)N1Cc1ccc(F)cc1	i	i	/
Cc1cccc(-n2cc(CN3CCN(c4ccccn4)CC3)c(-c3cccc(F)c3)n2)c1	i	i	-1.1
Cc1cccc(OCC(=O)NCC(=O)N/N=C/c2ccc(O)cc2O)c1	i	i	-1.4
CC1CC1c1ccc(/C=C(\C#N)C(=O)Nc2cc(Cl)ccc2Cl)o1 (stereo not drawn)	i	i	-1.2
CC1(C)OC(c2ccccc2)=C/C(=C\C=N\NC(=O)c2ccncc2)O1	i	i	0.0
COc1ccc(C(=O)Nc2cc(=O)n(C)c(=O)n2C)cc1OC	i	i	0.4
N#Cc1c(N)n(CCOC(=O)c2cccc(Br)c2)c2nc3ccccc3nc12	i	i	-1.0
CCCN(CCC)CCCNC(=O)c1cn(CC)c2ccc(S(=O)(=O)N3CCOCC3)cc2c1=O	i	i	0.8
O=[N+]([O-])c1ccc(NC(=S)NCCc2ccc(Cl)cc2)cc1	i	i	-2.2
O=C(NNC(=O)c1ccccc1F)c1cccc(-n2cccc2)c1	i	i	0.2
Cc1c(C(=O)N2CCOCC2)sc(NC(=O)Cc2ccccc2)c1C#N	i	i	-0.9
O=C(c1ccc(COc2ccccc2Br)o1)N1CCN(c2ccccn2)CC1	i	i	-0.8
COc1cccc(NC(=O)CCC2CCN(C(=O)Cc3cccc(F)c3)CC2)c1	i	i	-0.8
CCCCN(CC)C(=S)Nc1ccc2nc(N3CCN(C)CC3)cc(C)c2c1	i	i	-2.0
CCOC(=O)C1=C(C)NC(=O)NC1c1ccc(C)o1 (stereo not drawn)	i	i	-0.5
COCCCNCCCCOc1ccccc1-c1ccccc1	i	i	1.5
Cc1ccc(OCC(=O)Nc2ccccc2C(N)=O)cc1	i	i	-0.2
CC(=O)C1=C(C)OC(N)=C(C#N)C1c1cc2cccc(C)c2nc1Cl (stereo not drawn)	i	i	-0.5
Cc1ccc(NC(=O)Cn2c(=O)c(C)nc3ccccc32)cc1	i	i	0.2
O=C(NCc1ccco1)C1CCN(c2nc3ccccc3n2Cc2ccc(F)cc2)CC1	i	i	-2.4
Cn1c(=O)cc(SCC(=O)N2CCN(c3ccccc3)CC2)c2ccccc21	i	i	/
O=C(NCc1ccc2c(c1)OCO2)C1CC(=O)N(C2CCCCCCC2)C1 (stereo not drawn)	i	i	-1.2
CC1CCN(C(=O)COC(=O)C2CCN(S(=O)(=O)c3ccc(Cl)c(C(F)(F)F)c3)CC2)CC1	i	i	-0.8
O=C(Nc1cccc(NC(=O)c2c(F)cccc2F)n1)c1c(F)cccc1F	i	i	2.7
COCCNC(=O)c1cccc(OC2CCN(Cc3ccc(F)cc3OC)CC2)c1	i	i	0.2
NS(=O)(=O)c1ccc(NC(=O)COC(=O)c2cc3ccccc3cc2O)cc1	i	i	-0.5
COc1ccc(-c2csc3ncnc(Cl)c23)cc1	i	i	-1.9
CCc1ccccc1NC1c2ccccc2C(=O)N1Cc1ccco1 (stereo not drawn)	i	i	-2.6
CCOCCn1c(SCc2cccc(C)c2)nc2c1c(=O)[nH]c(=O)n2C	i	i	0.5
COc1ccc(NCc2ccc([N+](=O)[O-])s2)c(OC)c1	i	i	-2.0
Cc1nn(-c2ccc(Cl)cc2)c(NC(=O)C(C)C)c(-c2ccccc2)c1=O	i	i	-0.3
COc1ccc2ncn(-c3ccccc3)c2c1	i	i	0.4
O=C1CCN(Cc2ccccc2)CCN1[C@H](CSc1ccccc1)Cc1ccccc1	i	i	1.2
CCc1ccc(/C=N/Nc2ncnc3nc[nH]c23)cc1	i	i	10.5
O=C1CSC(c2ccccc2F)N1CCN1CCCCC1 (stereo not drawn)	i	i	-1.0
COCc1ccc(C(=O)N(C)C2CCCN(Cc3ccccc3F)C2)o1 (stereo not drawn)	i	i	2.8
CCOc1ccc(NC(=S)N2CCC(C(N)=O)CC2)cc1	i	i	-0.9
COc1ccc(CNC(=O)COC(=O)c2ccccc2OCC(=O)Nc2ccc(SC(F)F)cc2)cc1	i	i	-1.5
COc1cccc(C(C(=O)NCc2ccco2)N(C(=O)Cn2nnc3ccccc32)C2CC2)c1OC (stereo not drawn)	i	i	0.0
CCn1c2ccccc2c2cc(/C=N/n3c(-c4cc(C)[nH]n4)n[nH]c3=S)ccc21	i	i	0.0
CCN1C(=O)/C(=C\c2cccn2-c2ccc([N+](=O)[O-])cc2)N(CC)C1=S	i	i	-0.3
COc1ccccc1Nc1ccc(C(=O)NCc2cccs2)cn1	i	i	-0.9
Cc1nc(N)sc1-c1csc(Nc2ccc(Cl)cn2)n1	i	i	0.7
COc1ccc(S(=O)(=O)NNC(=O)c2cc3ccccc3o2)cc1	i	i	-0.9
Cc1cc(=O)c2c(o1)CC(C)(C)CC2=O	i	i	0.2

Rewritten field by field: 3 of the compounds above.
molecule: CCN1C(=O)/C(=C\c2cccn2-c2ccc([N+](=O)[O-])cc2)N(CC)C1=S
- CHT PAM = i
- CHT inh = i
- STK33 inh = -0.3

molecule: COc1ccccc1Nc1ccc(C(=O)NCc2cccs2)cn1
- CHT PAM = i
- CHT inh = i
- STK33 inh = -0.9

molecule: Cc1nc(N)sc1-c1csc(Nc2ccc(Cl)cn2)n1
- CHT PAM = i
- CHT inh = i
- STK33 inh = 0.7

(list continues)
SMILES	CHT PAM	CHT inh	STK33 inh
COc1ccc(/C(C)=N/NC(=O)c2ccc(NS(=O)(=O)c3cccs3)cc2)cc1	i	i	-1.8
Cc1ccc(-n2c(=O)c3sccc3n(CC(=O)N3CCCC3)c2=O)cc1	i	i	-0.2
COc1ccc(OC)c(C2NC(=S)NC(C)=C2C(=O)Nc2ccccn2)c1 (stereo not drawn)	i	i	-1.4
Cc1cccc(CC(=O)N2CCN(C(=O)c3ccco3)CC2)c1	i	i	-0.8
CC(=O)c1ccc2c(c1)OCCOCCOCCO2	i	i	0.9
CCC(C)NC(=O)CCSCCC(=O)NC(C)CC (stereo not drawn)	i	i	-0.2
O=C(Nc1ccccn1)NC(C(F)(F)F)C(F)(F)F	i	i	-0.3
COc1ccc(S(=O)(=O)N(C)CC(=O)N2CCCC2)cc1OC	i	i	-0.8
O=[N+]([O-])c1ccc2c(c1)C=C1CCCCC1(N1CCCC1)O2 (stereo not drawn)	i	i	0.5
Clc1ccc(CONc2ncnc3nonc23)c(Cl)c1	i	i	0.6
CSc1nnc2c(n1)c(C)nn2-c1cccc(C)c1	i	i	-1.1
Cc1ccc(Cn2ccc(NC(=O)C3C4CCC(C4)C3C(=O)O)n2)cc1 (stereo not drawn)	i	i	-1.1
CCN=C1S/C(=C\c2cn(CC)c3ccccc23)C(=O)N1CC	i	i	-1.9
CC(OC(=O)C(C)N1C(=O)C2C3C=CC(C4CC34)C2C1=O)C(=O)c1ccccc1 (stereo not drawn)	i	i	-0.4
CCNC(=S)N(CCc1cccc(C)c1)Cc1cc2cc(OC)c(OC)cc2[nH]c1=O	i	i	-0.2
Cc1ccc(NC2CCCN(C(=O)CSc3ccccn3)C2)cc1C (stereo not drawn)	i	i	0.2
CC1(C(=O)NC(=S)N(Cc2ccccc2)c2ccccn2)CC1(Cl)Cl (stereo not drawn)	i	i	-0.5
COc1ccc(CCNC(=O)C2CCN(S(=O)(=O)c3cccc4nonc34)CC2)cc1OC	i	i	-1.7
CCc1nc(Nc2ccc3nccnc3c2)c2oc3ccccc3c2n1	i	i	1.4
CCOc1ccc(C(=O)C[n+]2ccc(C(=O)NCc3ccccc3)cc2)cc1	i	i	-0.7
COCCN(C(=O)COC(=O)c1cc2ccccc2cc1OC)c1c(N)n(Cc2ccccc2)c(=O)[nH]c1=O	i	i	0.5
CC1=C(n2nnc([N+](=O)[O-])n2)C(c2cccnc2)C(C#N)=C(N)O1 (stereo not drawn)	i	i	-2.8
CC(=O)N(c1nnc(-c2cccc(C)c2)s1)C1CCCC1	i	i	0.0
Cc1ccc(C(=O)OCC(=O)N2CCC(c3ccccc3)=N2)c(C)c1	i	i	0.0
Cc1ccc(C)c(NC(=O)CCN2CCCCC2)c1	i	i	-2.9
CC(C)(C)NC(=O)NC(=O)CN1CCN(c2ncc(C(F)(F)F)cc2Cl)CC1	i	i	1.1
Cc1ccc(NC(=O)CSc2ncccn2)c([N+](=O)[O-])c1	i	i	-0.9
CCOC(=O)c1nc(C)nc(Sc2n[nH]c(-c3cc(Cl)cc(Cl)c3)n2)c1C	i	i	-0.9
CCOC(=O)CC1C(=O)NCCN1S(=O)(=O)c1ccc(Cl)cc1Cl (stereo not drawn)	i	i	-3.0
CC(=O)N1CCC(=NNc2nc3ccccc3s2)CC1	i	i	0.0

Results in CHT PAM and STK33 inh, for some of the entries so far:
mol,CHT PAM,STK33 inh
CC(=O)c1ccc2c(c1)OCCOCCOCCO2,i,0.9
COC(=O)c1ccc(C2=NOC(C)(c3nnc(Cc4ccccc4)o3)C2)cc1 (stereo not drawn),i,3.1

(continued)
SMILES	CHT PAM	CHT inh	STK33 inh
COc1ccc(NC(=S)NCCSc2ccc(C)cc2)c(OC)c1	i	i	-1.3
CN(C)c1ccc(C(=O)NCCCSc2ccccc2)cc1	i	i	-1.0
c1nc(N2CCCC2)c2[nH]cnc2n1	i	i	31.3*
O=C(Cn1cnc2c(nnn2Cc2ccc(F)cc2)c1=O)NCc1ccccc1	i	i	-0.5
COc1ccc(-n2c(=O)c(NC(=O)c3ccccc3)c3n(c2=S)CCCCC3)cc1	i	i	-1.4
CCCC(CCC(=O)Nc1cccc([N+](=O)[O-])c1)C(=O)O (stereo not drawn)	i	i	-0.6
CSCC[C@H](NS(=O)(=O)c1ccc(C(C)=O)cc1)c1nnc2ccccn12	i	i	0.3
NS(=O)(=O)c1ccc(NC(=O)CSc2ncnc3ccccc23)cc1	i	i	1.5
O=c1c(-c2ccc(Cl)cc2)coc2c(CN3CCOCC3)c(O)ccc12	i	i	2.6
COc1cc2ccccc2cc1C(=O)OCC(=O)NC1CCS(=O)(=O)C1 (stereo not drawn)	i	i	-0.7
CC(C)C(=O)Nc1c(C(=O)N2CCN(c3ncccn3)CC2)oc2ccccc12	i	i	1.0
Cc1ccc(N/C=C/C(=O)c2ccccc2)cc1Br	i	i	-1.0
COc1ccc(OC)c(-c2csc(NC(=O)c3ccc(F)cc3)n2)c1	i	i	-2.6
CCNC(=O)C1(c2ccccc2)CCCC1	i	-6.83*	-1.9
CC(=O)c1sc(=S)n(Cc2ccccc2)c1C	i	i	-2.2
O=C(Nc1ccc(Cc2ccncc2)cc1)c1cc(F)c(F)cc1Cl	i	-8.54*	-0.1
O=C(CSc1nnc(-c2ccccc2)o1)N1CCN(c2ccccc2)CC1	i	i	-0.4
CCOC(=O)N1C2C=C(C)[C@@H]2[C@@H]2CC(=O)N21 (stereo partly drawn)	i	i	-1.1
O=C(Nc1ccc(Br)cc1)N1CCCCC1	i	i	-0.3
COC(=O)C[C@H]1c2cc(C(F)(F)F)ccc2S(=O)(=O)N1C(C)(C)C	i	i	0.7
O=c1cc(C(F)(F)F)nc(SCc2cccnc2)[nH]1	i	i	-0.5
O=C(COC(=O)c1cccc(S(=O)(=O)Nc2ccc(F)cc2)c1)NCCN1C(=O)CSC1=O	i	i	-1.2
Cc1ccccc1NC(=S)N1CCCC(c2nc3ccccc3[nH]2)C1 (stereo not drawn)	i	i	-1.1
